DAX1 inh-1 – DAX1 (NR0B1) inhibitors, primary screen, cell-based, HEK293, Gal4-DAX1, luciferase luminescence; HEK293 Gal4-DAX1 luciferase reporter; inhibition, % at 6.75 µM; 340,000 compounds, 0.99% hits; AID 504766, 2011;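 active = inhibition above the mean over all tested compounds plus 3 SD, cut at about 4.2% in these data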;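 also: 0% = DAX1-transfected cells with DMSO and 100% = empty-vector control cells with DMSO; inhibition shows as a rise in luminescence from relieved DAX1 repression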
Target sequence (P51843 207-470 limits assumed): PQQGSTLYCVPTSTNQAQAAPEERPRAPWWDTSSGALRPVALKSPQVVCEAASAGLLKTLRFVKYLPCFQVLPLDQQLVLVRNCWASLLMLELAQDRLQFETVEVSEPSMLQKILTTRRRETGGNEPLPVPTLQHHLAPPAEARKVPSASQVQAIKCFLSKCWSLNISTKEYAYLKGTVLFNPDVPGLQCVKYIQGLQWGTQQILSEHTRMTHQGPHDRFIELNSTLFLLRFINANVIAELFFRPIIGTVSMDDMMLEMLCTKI
GC-A act – GC-A stimulated cGMP production enhancers – HEK293 GC-A cells, cGMP TR-FRET, EC30 ANP, primary screen. Atrial natriuretic peptide receptor 1 (Homo sapiens), P16066. 0% at EC30 ANP, 100% saturating ANP. activation, % at 10 µM. 370,000 compounds, 0.14% hits. AID 1671463, 2021; in the data active = activation above about 40%
sPLA2-III inh – human group III sPLA2 inhibitors, primary screen, biochemical, QFRET, BODIPY PC-A2 liposome substrate. QFRET BODIPY PC-A2 liposome hydrolysis, fluorescence. inhibition, % at 12.2 µM. 370,000 compounds, 0.56% hits;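 active = inhibition above mean plus 3 SD of compounds lying within the high and low control bounds, cut at about 19% in these data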;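 also: 0% = median of test compound wells and 100% = no enzyme DMSO wells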
Target sequence (Q9NZ20 whole entry, looked up): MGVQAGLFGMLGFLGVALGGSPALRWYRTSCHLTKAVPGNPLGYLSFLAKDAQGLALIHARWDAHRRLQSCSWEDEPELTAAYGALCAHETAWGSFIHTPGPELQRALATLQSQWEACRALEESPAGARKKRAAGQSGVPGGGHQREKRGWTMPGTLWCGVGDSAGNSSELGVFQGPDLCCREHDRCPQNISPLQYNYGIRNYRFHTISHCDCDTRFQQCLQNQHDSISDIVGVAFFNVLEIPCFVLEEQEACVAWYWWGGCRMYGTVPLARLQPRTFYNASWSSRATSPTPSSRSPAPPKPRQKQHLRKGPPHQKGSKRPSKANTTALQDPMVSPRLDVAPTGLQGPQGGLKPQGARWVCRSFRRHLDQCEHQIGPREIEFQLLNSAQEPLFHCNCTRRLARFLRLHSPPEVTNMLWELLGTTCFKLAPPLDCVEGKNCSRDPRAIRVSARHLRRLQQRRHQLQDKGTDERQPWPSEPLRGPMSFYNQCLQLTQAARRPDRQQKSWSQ
hgDAF-12 ag – H. glycines DAF-12 receptor agonists, primary screen, cell-based, luminescence, HEK293, GAL4 fusion, UAS-luciferase; Nuclear hormone receptor DAF-12 (Heterodera glycines), GAL4 fusion; HEK293 GAL4-hgDAF12 UAS-luciferase reporter, agonist luminescence; normalized to butyrate control; activation, % at 6.8 µM; 370,000 compounds, 1.8% hits; AID 687014, 2013;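 active = activation above a cutoff set at the mean of all screened compounds plus 3 SD, cut at about 10% in these data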;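 also: 0% = DMSO wells and 100% = sodium butyrate wells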
DAX1 inh-2 – DAX1 (NR0B1) inhibitors on StAR promoter, primary screen, cell-based, luminescence, SF-1 (NR5A1), full-length DAX-1 | inhibition, % at 6.8 µM | AID 652010, 2013 | HEK293T StAR-luciferase reporter, SF-1/DAX-1 repression relief | 370,000 compounds, 1.1% hits;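 active = inhibition above the mean over all tested compounds plus 3 SD, cut at about 3.6% in these data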;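 also: 0% = DAX-1 cells with DMSO and 100% = cells lacking DAX-1 with DMSO; higher inhibition means more luminescence from relief of DAX-1 repression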
GAA850 FXN act – FXN promoter activators, primary screen, cell-based, luciferase luminescence, HEK293 lucGAA850; activation, % at 6 µM; HEK293 lucGAA850 FXN promoter luciferase reporter, 24 h; percent of 10 µM SAHA response; 360,000 compounds, 0.56% hits;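 active = activation above the average of all compounds screened plus 3 SD, cutoff fixed separately per campaign, cut at about 7.5% in these data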;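 also: 0% = DMSO wells and 100% = 10 µM SAHA wells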
GC-B act – human GC-B receptor activators, primary screen, HEK293 GC-B cells, cGMP TR-FRET, EC30 CNP. Atrial natriuretic peptide receptor 2 (Homo sapiens), P20594. 0% at EC30 CNP, 100% saturating CNP. activation, % at 10 µM. 370,000 compounds, 0.11% hits;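 active = activation at 10 µM reaching about 35% in either raw or pattern-adjusted values, limit read from the data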
hcDAF-12 act – H. contortus DAF-12 nuclear receptor activators, primary screen, cell-based, luminescence, HEK293, lit1-tk-luc reporter; activation, % at 6.8 µM; 370,000 compounds, 1.4% hits; HEK293 hcDAF-12 lit1-tk-luc reporter; 0% DMSO, 100% Δ7-dafachronic acid;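 active = activation above the mean of all tested compounds plus 3 SD, cut at about 5.5% in these data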;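 also: 100% = response to 3 µM Δ7-dafachronic acid high control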
SMARCA2 act – SMARCA2 (BRM) function activators, primary screen, cell-based, luminescence, high throughput. 370,000 compounds, 1% hits. AID 652017, 2013. MG213 cells, MMTV-luciferase reporter, dexamethasone, overnight. activation, % at 9.1 µM; in the data active = activation above about 7.8%;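 also: 0% = vehicle wells and 100% = reference activator wells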
KLK7 zymogen act – proKLK7 zymogen activators, primary screen, biochemical, fluorescence intensity; purified proKLK7, EDANS-DABCYL substrate fluorescence; 100% is mature enzyme control, 0% vehicle; activation, % at 7 µM; 370,000 compounds, 0.9% hits;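 active = activation above the mean of all tested compounds plus 3 SD, computed per campaign excluding outliers beyond control limits, cut at about 13% in these data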
Target sequence (P49862 whole entry, looked up): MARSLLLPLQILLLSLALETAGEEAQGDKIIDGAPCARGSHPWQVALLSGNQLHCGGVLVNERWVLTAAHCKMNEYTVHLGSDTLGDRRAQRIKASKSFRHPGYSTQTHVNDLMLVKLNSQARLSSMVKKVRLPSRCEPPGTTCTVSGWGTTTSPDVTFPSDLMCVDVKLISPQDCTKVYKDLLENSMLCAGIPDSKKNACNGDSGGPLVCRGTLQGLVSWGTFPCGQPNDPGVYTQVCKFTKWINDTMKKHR
ssDAF-12 act – S. stercoralis DAF-12 nuclear receptor activators, primary screen, cell-based, luminescence, HEK293, GRIP1 co-expression, lit1-tk-luc. 370,000 compounds, 1% hits. HEK293 ssDAF-12/GRIP1 lit1-tk-luc reporter; % of 3 µM dafachronic acid response. activation, % at 6.8 µM. Nuclear hormone receptor DAF-12 (Strongyloides stercoralis);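 active = activation above the mean over all tested compounds plus 3 SD, cut at about 0.9% in these data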;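 also: 0% = DMSO-only wells and 100% = 3 µM delta7-dafachronic acid wells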
* hit, by the source's call; x = not tested or not shown.

SMILES	DAX1 inh-1	GC-A act	sPLA2-III inh	hgDAF-12 ag	DAX1 inh-2	GAA850 FXN act	GC-B act	hcDAF-12 act	SMARCA2 act	KLK7 zymogen act	ssDAF-12 act
COc1ccc(CNC(=O)C(C)N(Cc2ccco2)C(=O)c2snc(C(N)=O)c2N)cc1 (stereo not given)	0.3	-12.6	-2.8	-1.6	-0.3	-0.5	-8.0	-1.2	0.0	2.2	-1.4
CCOC(=O)N1CCN(C(=O)c2cc(COc3cccc(C(F)(F)F)c3)on2)CC1	1.4	-3.8	-2.4	7.5	3.5	6.5	-0.6	2.2	0.8	0.2	0.2
O=C(CSc1nccc(=O)[nH]1)Nc1cccc(S(=O)(=O)N2CCOCC2)c1	0.1	0.6	11.9	-0.9	0.1	1.2	-2.3	-1.2	-3.6	-0.4	-0.8
CC(C)(C)NC(=O)C1Cc2ccccc2CN1 (stereo not given)	7.3*	-0.4	2.4	0.2	0.7	-0.1	-0.8	-0.3	-1.1	0.7	-1.1
CCCS(=O)(=O)NC(=O)C1(C)CCCN(C(=O)c2cccc(Cl)c2)C1 (stereo not given)	x	5.4	14.1	-1.7	0.5	1.6	4.3	-0.2	-6.1	-0.2	-0.9
COc1ccc(-c2nc3c(C)cc(Br)cn3c2Cc2cccc(Cl)c2)cc1OC	x	-3.1	-9.0	0.4	0.1	x	0.0	-1.5	-3.4	-1.6	-1.4
COC(=O)CN1C(=O)[C@@H]2[C@H](C1=O)[C@@H]1CC(C(=O)OC)=C[C@@H](C(=O)OC)[C@@H]3C1=C(C(=O)[C@@]3(C)NC(=O)c1ccccc1)[C@@H]2C	0.8	-2.2	-0.2	1.4	-0.1	-0.3	1.4	-1.2	3.4	0.5	-1.3
c1ccc(-c2nnc3sc(Cc4cccs4)nn23)cc1	-1.6	-0.3	-20.7	0.9	1.0	1.4	-0.7	1.0	-0.5	0.3	-1.0
CCCNC(=O)c1nnsc1Sc1ccc(Cl)cc1	0.5	-2.5	0.3	-2.9	-0.1	4.5	-2.9	-0.5	-1.8	0.4	-0.5
CCOC(=O)c1c(N)sc(C(=O)Nc2ccccc2)c1C	-1.2	-0.1	1.2	28.1*	3.3	3.9	1.8	10.2*	3.8	0.7	0.4
O=C(COC(=O)C1c2ccccc2Oc2ccccc21)Nc1ccc2c(c1)OCO2	0.8	-1.4	-16.1	0.6	0.2	0.5	-5.0	-0.7	0.7	0.4	-0.8
O=C1CSC(c2ccncc2)N1Cc1ccc(F)cc1 (stereo not given)	0.1	1.4	2.1	0.8	-0.2	-0.2	-5.2	-1.9	-0.6	-0.5	-1.6
CC(=O)Nc1ccc(-c2ccnc3c2CC(C(=O)Nc2ccc(Cl)c(C(F)(F)F)c2)O3)cc1 (stereo not given)	x	-3.2	-30.5	-2.2	-1.3	-3.6	-2.3	-2.6	-4.5	0.0	-1.8
COC(=O)c1ccc(CSc2nnc(CNC(=O)c3ccc(OC)cc3)o2)o1	-2.3	0.0	2.4	-0.8	0.5	2.4	0.8	-1.0	1.2	0.1	-0.7
CCCCNC(=O)C[C@H]1C[C@@]2(C(=O)OC)C(=C[C@H](C(C)(C)C)O[C@@H]2C)N(Cc2ccco2)C1=O	x	-28.3	-9.9	-0.7	-0.4	x	-27.9	-1.0	-3.0	0.3	-1.9
COc1ccc(CC(=O)NC(=S)Nc2ccc(S(N)(=O)=O)cc2)cc1	-0.2	0.1	10.7	-3.2	-0.2	1.2	2.8	-2.5	-0.8	-0.5	-1.4
CC(=O)c1cccc(NC(=O)CCn2c(=S)oc3ccccc32)c1	0.3	-6.2	1.2	-0.8	-0.2	1.6	1.9	-2.6	-0.6	-0.5	-0.8
O=C(NCCCCc1ccccc1)c1cccc(NC(=O)C2CCC2)c1	-1.4	-1.6	-2.5	1.7	1.0	-0.2	0.7	-1.7	-4.6	0.5	-1.5
CCN1CCN(/C=N/c2nc(C)cs2)CC1	0.0	-0.3	94.2*	7.8	1.5	2.9	1.5	6.8*	-1.5	-0.2	-0.2
CC(=O)c1cccc(NC(=O)N[C@@H](CC(C)C)C(=O)O)c1	1.1	0.2	3.6	-1.6	-0.6	1.3	-2.8	-0.3	-2.5	0.6	-1.0
COC(=O)[C@H](CC(C)C)N(Cc1ccccc1)S(=O)(=O)N(Cc1ccccc1)[C@@H](CC(C)C)C(=O)OC	-1.5	-3.9	2.5	0.3	0.4	0.5	-7.7	-1.2	-1.3	-0.3	-1.1
CN1CCN(c2ccc([N+](=O)[O-])cc2NC(=O)c2ccccc2)CC1	1.3	-5.6	-1.2	1.2	0.4	3.2	-0.1	1.3	-0.6	0.3	-0.9
CCOC(=O)c1sc(=S)n2c1[nH]c(=O)c1ccc(C(=O)OC)cc12	-1.5	1.7	-0.5	1.8	0.6	-0.4	2.5	-1.1	-2.3	0.1	-0.5
CCOc1ccc(C2NC(=O)CCC2[N+](=O)[O-])cc1 (stereo not given)	0.1	4.3	-0.7	1.2	0.2	-0.8	3.1	-2.8	1.6	0.2	-0.8
CCc1ccc(Nc2n[n+](-c3ccccc3)c(-c3cccc(Cl)c3Cl)s2)cc1	-2.4	-3.5	-26.2	-1.5	-0.4	-1.7	-7.4	-0.9	0.1	0.4	-0.6
Cc1ccc(-c2nc3sc4c(c3c(=O)n2N)CC(C)(C)OC4)cc1	-1.2	1.0	3.1	2.7	0.7	0.3	-1.0	-2.0	0.1	0.4	-1.4
O=Cc1ccc2ccc3cccnc3c2n1	-1.2	-6.2	-3.0	1.5	1.0	0.1	-3.5	2.8	2.2	0.1	-0.2
COc1cc(-c2nc3cccc(C)n3c2NCC2CCCO2)ccc1O (stereo not given)	-0.5	1.5	-1.0	8.1	0.4	-1.3	-3.6	0.3	0.2	-50.4	-0.3
COC(=O)[C@@]12C[C@@H](CC(=O)NCCC(C)C)C(=O)N(Cc3ccc4c(c3)OCO4)C1=CCC(C)(C)C2	x	-2.1	-6.6	-2.7	0.4	x	-5.7	-1.8	-2.6	-0.3	-0.8
CC1CCCCC12NC(=O)N(CC(=O)NNC(=O)c1ccc(Br)cc1)C2=O (stereo not given)	2.9	-4.8	-7.2	-0.7	-0.1	-0.3	1.8	-0.3	-7.1	0.1	-1.1
CCc1ccc(Nc2nc(C)cc(C)n2)cc1	0.2	0.3	0.5	10.7*	0.5	1.9	-2.9	3.1	3.1	-0.1	-0.5
Cc1ccc(C(C)(C)C)cc1S(=O)(=O)Nc1cccc(C(=O)N2CCN(c3ccccn3)CC2)c1	-0.7	1.0	-35.9	-1.8	-0.9	-1.2	5.7	-1.6	-1.7	0.1	-1.0
O=C(NNC(=O)c1ccc(Cl)cc1Cl)c1csc(-c2cccnc2)n1	-0.1	0.8	1.5	4.4	0.6	0.0	6.9	-0.7	-1.0	0.2	0.6
c1ccc(C[C@H]2CN=C(Nc3ccccc3)N2CC2CCCCCC2)cc1	0.9	-1.1	8.1	0.6	-0.3	-1.2	-3.1	-0.3	0.9	-0.4	-1.4
Cc1ccc(N=C(c2cccs2)N2CCOCC2)cc1	3.6	1.6	1.7	7.3	1.4	0.4	2.6	-0.1	2.2	-0.2	-0.2
COc1ccc(/C=N\Nc2ncc(F)c(N3CCOCC3)n2)cc1OC	-3.6	-3.5	6.2	-1.3	-0.7	0.4	6.6	-0.3	-1.2	-0.1	-1.3
Cc1ccccc1OCC(O)Cn1c(N2CCCCC2)nc2c1c(=O)[nH]c(=O)n2C (stereo not given)	0.0	-1.3	1.8	2.6	0.0	0.6	-4.3	2.2	-1.9	0.3	-1.1
Cc1ccc(S(=O)(=O)N2CCCCC2C(=O)O)cc1 (stereo not given)	-0.1	0.5	2.3	-0.6	0.1	0.4	2.4	-0.9	-3.7	0.3	-0.5
C#CCNC(=O)C[C@H]1C[C@@]2(C(=O)OC)C(=C[C@H](COCc3ccccc3)O[C@@H]2C)N(Cc2ccc(Cl)cc2Cl)C1=O	x	-4.6	-17.7	1.4	-1.6	x	-0.6	-1.6	0.9	0.9	-1.6
CCn1nc(C)c(CCC(=O)O)c1C	1.4	2.7	11.6	8.1	0.2	-1.3	6.6	-0.2	-0.4	-0.4	-1.7
CC(=O)c1ccc(OCc2cc(C(=O)N3CC[C@@H]4CCCC[C@H]4C3)no2)cc1	1.2	0.8	-10.2	10.0	1.2	6.7	-3.4	1.5	4.8	0.7	0.1
CC(C)(C)c1ccc(C(=O)NCc2nnc(SCC(=O)NCc3ccco3)o2)cc1	0.8	-1.4	-23.8	-3.0	1.1	1.5	-4.3	-0.9	-2.1	0.0	-1.7
CC(C)(C)c1cc(S(=O)(=O)CCc2ccccn2)cc(C(C)(C)C)c1F	0.0	-3.4	-8.1	-0.9	-0.3	0.8	-6.1	0.7	-3.4	-0.4	-1.5
Cc1nc(SCC(=O)Nc2c(C)n(C)n(-c3ccccc3)c2=O)[nH]c(=O)c1Cc1ccccc1	0.4	3.4	6.9	-0.3	-0.2	2.3	-2.2	2.4	-1.2	0.3	-1.5
COc1cnn(-c2ccccc2)c(=O)c1SCc1ccc(Cl)c(Cl)c1	0.1	-21.1	-13.5	0.5	-1.3	3.0	-5.7	-1.4	-0.8	0.1	-1.8
CC1CCN(Cc2ccc(-c3nnn(CC(=O)NC4CCCCC4)n3)cc2)CC1	-0.7	-2.8	-5.2	-1.3	-0.2	-0.4	4.2	-1.7	-1.1	0.2	-1.0
CS(=O)(=O)N(CC(=O)NCc1ccco1)c1ccc(Cl)cc1Cl	-0.6	-2.5	-1.1	0.5	0.0	2.5	-3.1	-1.9	-3.3	0.1	-1.7
CO/N=C1\CCCc2c(C(=O)NN)sc(SC)c21	x	4.0	11.5	1.7	-0.2	-2.3	-0.4	0.2	-5.0	0.0	-0.6
Cn1ncc2c(NCc3cccc(C(F)(F)F)c3)c(C(=O)O)cnc21	x	0.5	-1.4	3.8	0.2	x	-7.0	0.5	-0.1	0.7	-0.8
O=C(Nc1cccc(Oc2ccccc2)c1)c1ccc(-n2cncn2)c2ccoc12	x	-2.3	-1.1	-0.6	-0.4	0.7	1.6	-1.5	2.2	-0.9	-0.8
N#Cc1c(-c2ccc(Cl)cc2)c(C#N)c(=O)n(N)c1N	1.6	-3.2	17.8	-2.4	-0.2	2.2	0.0	-1.4	-5.1	-0.5	-0.5
